From PubChem
GoLoco inh red: RGS12 GoLoco-Gai1 interaction inhibition | Gai1:RGS12 GoLoco peptide FP, rhodamine, 10 min | P63096 | 230,000 compounds, 0.44% hits | Potency, µM (titrated, usually from 61.6 µM), inactives show top-dose activity, negative = inhibition, usual class: inhibitors; active = well fitted inhibition curve with a large enough effect, not every such curve was filed as active; inactive = no such curve, though single readings can be large or run the other way; also: % is scaled to controls: 0 for no effect and ±100 for the full control effect; nearly all actives have a fitted effect of over 30% in size; many of its hits are not listed in these tables
Target sequence (P63096 whole entry, looked up): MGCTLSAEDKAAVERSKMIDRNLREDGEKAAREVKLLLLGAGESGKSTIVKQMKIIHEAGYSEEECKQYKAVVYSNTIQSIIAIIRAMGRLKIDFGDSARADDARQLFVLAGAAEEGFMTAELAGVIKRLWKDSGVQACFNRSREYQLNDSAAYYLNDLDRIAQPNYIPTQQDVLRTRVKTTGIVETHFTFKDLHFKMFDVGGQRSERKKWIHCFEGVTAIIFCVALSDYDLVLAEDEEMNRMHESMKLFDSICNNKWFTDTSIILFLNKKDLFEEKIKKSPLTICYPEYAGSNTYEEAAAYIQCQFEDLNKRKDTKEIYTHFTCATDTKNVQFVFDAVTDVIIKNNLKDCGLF
SMN2 splice up: enhancers of SMN2 splice variant expression. HEK293 SMN2-luciferase splicing reporter, luminescence, 30-36 h. Potency, µM (highest dose often 46.1 µM), for inactives: at the top dose activity change, positive = activation, most hits filed as activators. 210,000 compounds, 2.8% hits. AID 1458; also: % of control where 0% means no effect; nearly all actives have a fitted effect of over 55% in size
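qHTS luciferase splicing reporter: luminescence rises when SMN2 exon 7 is included in transfected HEK293 cells. Compound exposure lasted 30-36 h at 37C, with 4.5 mM final sodium butyrate as control, followed by a ONE-Glo read.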
Epigenetic derep: epigenetic control regulation, reporter derepression; 280,000 compounds, 0.2% hits; Potency, µM (doses to about 53.9 µM), without a hit: at the highest dose GFP activation, usual class: activators; murine LDR cells, GFP reporter derepression, 30 h; AID 1865; also: % of control where 0% means no effect; nearly all actives have a fitted effect of over 60% in size
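Murine LDR cells carrying a silenced, genomically integrated CMV-driven GFP reporter were exposed to compound for 30 hours at 37 C. After PBS washes, GFP-positive cells (20–120 um objects) were counted by laser-scanning microplate cytometry.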
Luc counter: Kinase-Glo luciferase inhibition (counter-screen); Q27757; Kinase-Glo luciferase, ATP luminescence, 8 min; Potency, µM (doses to about 38.3 µM), for inactives: at the top dose activity change, negative = inhibition, actives largely listed as inhibitors; 200,000 compounds, 0.28% hits; AID 1379; also: % is scaled to controls: 0 for no effect and ±100 for the full control effect; nearly all actives have a fitted effect of over 60% in size
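Luminescence was the read-out, taken after 8-minute incubation at ambient temperature. Luciferase turned over luciferin with 10 uM ATP in imidazole pH 7.2 buffer containing KCl, MgCl2, Tween 20 and BSA.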
IMPase Li cell: IMPase inhibition in cells with lithium potentiation; CHO-M1 cells, IP1 TR-FRET (IP-One), carbachol + lithium; Potency, µM (series often up to 59.4 µM), without a hit: at the highest dose activity, negative = IMPase inhibition, most hits filed as inhibitors; 210,000 compounds, 0.35% hits; AID 1457;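 also: IP1 builds up when IMPase is blocked and the TR-FRET signal falls; plate controls were basal vehicle for no effect and high inhibitor control for full effect; nearly all actives have a fitted effect of over 50% in size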
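IP1 accumulation measured by competitive TR-FRET in lysed CHO-M1 cells after 30 min compound exposure at 37C, with a small lithium addition to potentiate weak responses. Hill-equation AC50 from ratio and donor-channel data.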
NPSR antagonist: antagonists of human neuropeptide S receptor cAMP signaling. CHO-NPSR cells, cAMP TR-FRET, antagonist mode. Potency, µM (titrated, usually from 38.3 µM), for the others: at the highest dose activity change, negative = inhibition, most hits filed as inhibitors. 220,000 compounds, 1% hits. AID 1461; also: % is scaled to controls: 0 for no effect and ±100 for the full control effect; nearly all actives have a fitted effect of over 50% in size; many of its hits are not listed in these tables
Target sequence (Q6W5P4 whole entry, looked up): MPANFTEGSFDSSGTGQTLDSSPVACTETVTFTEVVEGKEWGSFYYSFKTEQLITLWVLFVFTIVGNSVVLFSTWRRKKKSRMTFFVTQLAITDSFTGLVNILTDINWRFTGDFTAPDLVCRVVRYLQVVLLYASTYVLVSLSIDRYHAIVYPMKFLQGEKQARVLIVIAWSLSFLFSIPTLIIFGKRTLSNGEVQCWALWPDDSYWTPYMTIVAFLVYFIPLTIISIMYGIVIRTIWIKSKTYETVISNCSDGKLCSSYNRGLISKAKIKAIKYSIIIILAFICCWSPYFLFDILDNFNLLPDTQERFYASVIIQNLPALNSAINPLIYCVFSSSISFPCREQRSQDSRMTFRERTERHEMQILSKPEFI
JMJD2E inh: JMJD2E (human) inhibition; B2RXH2; JMJD2E catalytic domain, FDH-coupled NADH fluorescence (FDH is formaldehyde dehydrogenase); Potency, µM (top dose mostly 57.1 µM), inactives show at the top dose activity change, negative = inhibition, most hits filed as inhibitors; 230,000 compounds, 1.6% hits; AID 2147; active = well fitted inhibition curve with a large enough effect, not every such curve was filed as active; inconclusive = small, poorly fitted or top-dose-only effect, or another doubt; inactive = no such curve, though single readings can be large or run the other way;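 also: 0% = wells with enzyme and -100% = buffer wells without enzyme; nearly all actives have a fitted effect of over 50% in size; many of its hits are not listed in these tables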
Target sequence (B2RXH2 1-337 limits assumed): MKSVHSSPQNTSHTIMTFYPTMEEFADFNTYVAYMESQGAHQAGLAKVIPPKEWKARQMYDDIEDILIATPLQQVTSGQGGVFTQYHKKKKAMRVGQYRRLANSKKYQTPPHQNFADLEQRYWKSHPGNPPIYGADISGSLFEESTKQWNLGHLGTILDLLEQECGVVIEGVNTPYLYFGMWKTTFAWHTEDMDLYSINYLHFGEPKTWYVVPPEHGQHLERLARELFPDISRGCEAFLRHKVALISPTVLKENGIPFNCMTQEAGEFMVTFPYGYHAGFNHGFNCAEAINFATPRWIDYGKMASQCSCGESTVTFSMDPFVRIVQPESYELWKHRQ
RECQ1 helicase: blocks DNA unwinding by human RECQ1. RECQ1 DNA unwinding, red fluorescence kinetic read. Potency, µM (doses to about 57.3 µM), inactives show at the top dose activity, negative = inhibition, usual class: inhibitors. 240,000 compounds, 0.54% hits;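 also: plate controls were vehicle for no effect and no enzyme for full effect; nearly all actives have a fitted effect of over 30% in size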
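50 nM RECQ1T1 preincubated 15 min with compound in Tris pH 8.0 buffer with MgCl2, DTT, Tween-20 and 2.5 ug/ml poly(dI-dC); started with 200 nM TAMRA/BHQ-2 forked duplex and 2 mM ATP. Unwinding read as fluorescence (525/598 nm), two reads 2 h apart.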
Numbers without * were called inactive; i = inactive; ? = inconclusive; . = not tested or not shown; & = joins results of further samples; [ ] = another dose, or the depositor's remark. Unless noted, calls follow the shape of the dose curve; as a rule, active = well fitted curve in the direction sought with a large enough effect; inconclusive = small, poorly fitted or top-dose-only effect, or another doubt; inactive = no such curve, though single readings can be large; an effect the other way counts as inactive or inconclusive. Potency is read from the fitted curve at half-maximal effect.

Under each structure – GoLoco inh red	SMN2 splice up	Epigenetic derep	Luc counter	IMPase Li cell	NPSR antagonist	JMJD2E inh	RECQ1 helicase
CCCCOc1ccc(C(C)NC(=O)CCS(=O)(=O)Cc2ccc(Cl)cc2)cc1 (stereo unspecified)
    8%	0%	1.3%	2%	7%	1%[46.1 µM]	-4%	-1%
O=C(CCCc1nc2ccccc2s1)N1CCN(c2ccccc2)CC1
    5%	-22%	-0.6%	0%	4%	-10%	-4%	-1%
O=C1CC(=O)N(Cc2ccco2)C(=S)N1
    208%[activator]	-19%	0.7%	11%	17%[38.3 µM]	12%[46.1 µM]	?	11µM*
C/C(=N\N1CCN(c2ccc(Cl)cc2)CC1)c1cccc([N+](=O)[O-])c1
    18%	-26%	-2.1%	-3%	19%	-18%	14%	i
CN(C)c1ccc(C(=S)N2CCN(c3ccc([N+](=O)[O-])cc3)CC2)cc1
    20µM*	.	0.0%	.	.	14%	-5%	1%
O=C(c1cnc(Cl)c(Cl)c1)N1CCC(Cc2ccccc2)CC1
    -1%	-15%	0.2%	3%	3%	-23%	6%	-5%
Nc1ccc(Nc2ccc([N+](=O)[O-])cc2[N+](=O)[O-])cc1
    -6%	-3%	2.1%	-6%	4%	-20%	5%	i
COc1ccc(NC(=O)C(C/C=C(/C)Cl)C(C)=O)cc1 (stereo unspecified)
    -1%	4%	-2.0%	2%	-2%	-10%[46.1 µM]	4%	-8%
Cc1nn(Cc2ccc(Cl)cc2)c(C)c1NC(=O)c1cc(-c2ccc3c(c2)OCO3)on1
    11%	-54%[inhibitor]	4.1%	0%	8%[38.3 µM]	-10%[46.1 µM]	6%	-3%
CCC(C)N1C(=O)/C(=C/c2c(NCCCOC(C)C)nc3c(C)cccn3c2=O)SC1=S (stereo unspecified)
    116%[activator]	-33%[inhibitor]	3.2µM*	3%	-13%[38.3 µM]	-10%[46.1 µM]	?	-11%
CCOCC(O)CSCc1ccc(Cl)cc1 (stereo unspecified)
    10%	5%	0.0%	-2%	-2%[38.3 µM]	-21%[46.1 µM]	0%	4%
O=C(CSc1nnc(SCc2cccc3ccccc23)s1)c1ccc2c(c1)OCO2
    1%	3%	3.9%	1%	4%[38.3 µM]	-3%[46.1 µM]	-4%	-13%
CCN1CCN(Cc2ccc(OCc3ccccc3)cc2)CC1
    8%	-35%[inhibitor]	0.9%	-2%	48%[activator][38.3 µM]	?	?	4%
Cc1[nH]c2ccccc2c1C1=CN2CCS(=O)(=O)N=C2S1
    -3%	-21%	-0.8%	1%	0%[38.3 µM]	?	5%	-5%
CCc1cccc2c(C=C(C#N)C#N)cn(CC(=O)N3CCCCC3)c12
    -1%	9%	3.8%	0%	2%[38.3 µM]	-10%[46.1 µM]	4%	-2%
COc1cccc(/C=N/NC(=O)c2ccoc2C)c1O
    6%	.	?	.	.	47%	14µM*	-15%
C/C(=N\NC(=O)CO/N=C(\C)c1cccs1)c1ccc(N)cc1
    0%	.	1.6%	.	.	24%	0%	-12%
O=S1(=O)CCN2C=Nc3sc4c(c3C2=N1)CCCC4
    -15%	-14%	1.1%	-5%	-15%[38.3 µM]	-8%[46.1 µM]	-5%	4%
O=[N+]([O-])c1cccc2c[nH]nc12
    -15%	.	1.1%	-3%	10%	.	35µM*	28µM*
Cc1ccc(-c2c3c(=O)n(C)c(=O)n(C)c3cn2-n2cnnc2)cc1
    .	.	-1.0%	.	.	-6%[46.1 µM]	2%	-5%
COc1ccc(OC)c(CCNC(=O)Cn2sc3nc(C)cc(C)c3c2=O)c1
    11µM*	5%	1.8%	?	26%[38.3 µM]	?	28µM*	-10%
CCc1cc2c(Sc3nc4ccccc4s3)ncnc2s1
    11%	.	2.7%	-2%	-16%[38.3 µM]	-13%[46.1 µM]	-7%	i
Cc1ncc(CO)c(/C=N/NC(=S)Nc2ccc(F)cc2)c1O
    15%	-91%[inhibitor]	0.0%	-3%	5%	-6%	?	-3%
O=C(CSc1nc2ccccc2c(=O)n1-c1ccc(OC(F)F)cc1)NCc1cccs1
    8%	-16%	0.0%	0%	3%	-7%	2%	11%
CN(C)/C=C(/C(=O)c1ccc(Cl)cc1)S(=O)(=O)c1ccc(Cl)cc1
    8%	-30%[inhibitor]	1.0%	0%	15%[38.3 µM]	-4%[46.1 µM]	0%	-7%
COc1ccc(C)cc1NS(=O)(=O)c1ccc2c(c1)n(C)c(=O)n2C
    9%	-16%&0%	-0.9%[10.1 µM]	3%	4%	1%	1%	i
CCN1CCN(CC(O)COc2ccc(C)c(C)c2)CC1 (stereo unspecified)
    4%	8%	-2.8%	-6%	-7%[38.3 µM]	4%[46.1 µM]	-6%	-3%
COC(=O)c1ccccc1NC(=O)c1ccc(-c2cccc(Cl)c2)o1
    16%	10µM*	-0.7%	-1%	-15%[38.3 µM]	-4%[46.1 µM]	-2%	-11%
CCOC(=O)C1CCN(C(C(=O)NC2CCCC2)c2ccc(C)cc2)CC1 (stereo unspecified)
    3%	3%	4.8%	4%	9%[38.3 µM]	-7%[46.1 µM]	2%	-4%
CCOC(=O)c1cnn(-c2nc(-c3ccc(C)cc3)cs2)c1C(F)(F)F
    4%	4%	-1.7%	-8%	-14%[38.3 µM]	-7%[46.1 µM]	?	-1%
Cc1ccc(C(=O)NC2CCSC2=O)cc1 (stereo unspecified)
    3%	-15%	-2.9%	-5%	33%[activator][38.3 µM]	-3%[46.1 µM]	5%	i
COCCNC(=O)c1cc(-c2ccc3c(c2)OCO3)on1
    3%	11µM*	-0.9%	-16%	-5%[38.3 µM]	-7%[46.1 µM]	1%	-3%
Cn1c(=O)c(=O)n(C)c2cc(S(=O)(=O)N3CCN(c4cccc(C(F)(F)F)c4)CC3)ccc21
    6%	3%	0.0%	0%	6%[38.3 µM]	4%[46.1 µM]	-2%	-12%
O=Cc1c(N2CCSCC2)nc2ccccn2c1=O
    0%	.	-1.0%	.	.	8%	-6%	-3%
O=C(NCCO)c1cc2cc(Cl)cc(Cl)c2oc1=O
    -12%	-10%	0.1%	-1%	-7%	30%	?	-4%
CN(C)S(=O)(=O)c1ccc(N2CCCC2=O)c([N+](=O)[O-])c1
    -3%	-4%	0.0%	3%	8%	21%	-4%	i
Cc1cccc(C)c1NC(=S)N(CCN(C)C)C(C)c1ccccn1 (stereo unspecified)
    1%	-27%	-3.0%	4%	-3%	17%	?	-10%
CC(=O)C1=C(C)OC(N)=C(C#N)C1c1cccnc1 (stereo unspecified)
    -5%	-6%	0.4%	8%	-5%	15%	?	-3%
CCCCN(CC)C(=O)c1ccc(Cl)c(Cl)c1
    -11%	-3%	0.9%	0%	31%[38.3 µM]	3%[46.1 µM]	2%	-15%
COc1cc(C2CC(=O)N(CC(=O)NCc3ccco3)c3ccccc3S2)cc(OC)c1OC (stereo unspecified)
    11%	-20%	-0.9%	1%	-3%	-10%[46.1 µM]	-4%	-5%

Three compounds drawn at random from those above, as already listed:
Under each structure – GoLoco inh red	SMN2 splice up	Epigenetic derep	Luc counter	IMPase Li cell	NPSR antagonist	JMJD2E inh	RECQ1 helicase
COc1ccc(NC(=O)C(C/C=C(/C)Cl)C(C)=O)cc1 (stereo unspecified)
    -1%	4%	-2.0%	2%	-2%	-10%[46.1 µM]	4%	-8%
COc1ccc(C)cc1NS(=O)(=O)c1ccc2c(c1)n(C)c(=O)n2C
    9%	-16%&0%	-0.9%[10.1 µM]	3%	4%	1%	1%	i
COCCNC(=O)c1cc(-c2ccc3c(c2)OCO3)on1
    3%	11µM*	-0.9%	-16%	-5%[38.3 µM]	-7%[46.1 µM]	1%	-3%

Compound profiles, from the list above. Screens in order: GoLoco inh red | SMN2 splice up | Epigenetic derep | Luc counter | IMPase Li cell | NPSR antagonist | JMJD2E inh | RECQ1 helicase
CCN1CCN(CC(O)COc2ccc(C)c(C)c2)CC1 (stereo unspecified) as listed: 4% | 8% | -2.8% | -6% | -7%[38.3 µM] | 4%[46.1 µM] | -6% | -3%
O=C(CCCc1nc2ccccc2s1)N1CCN(c2ccccc2)CC1 as listed: 5% | -22% | -0.6% | 0% | 4% | -10% | -4% | -1%

Other compounds follow.
| molecule | GoLoco inh red | SMN2 splice up | Epigenetic derep | Luc counter | IMPase Li cell | NPSR antagonist | JMJD2E inh | RECQ1 helicase |
| --- | --- | --- | --- | --- | --- | --- | --- | --- |
| O=C(Nc1nccs1)c1cc2c(s1)CCCCC2 | 14% | -66%[inhibitor] | -0.2% | 7.1µM* | 9%[38.3 µM] | ? | ? | -5% |
| COc1cccc(-n2c(N)c(C(=O)Nc3c(C)n(C)n(-c4ccccc4)c3=O)c3nc4ccccc4nc32)c1 | 11% | . | 0.1% | . | . | -14% | ? | -23% |
| CC1CCc2nc(NC(=O)CN3CCN(Cc4ccc5c(c4)OCO5)CC3)sc2C1 (stereo unspecified) | -3% | -95%[inhibitor] | -7.9% | 0% | -3%[38.3 µM] | -5%[46.1 µM] | 5% | -11% |
| Cc1nc(C)c(C(=O)N2CCCC(CCC(=O)NCc3ccc(F)c(F)c3)C2)s1 (stereo unspecified) | -3% | . | 2.5% | -1% | 14% | 1% | 4% | -2% |
| N[C@@H](Cc1ccc(O)c(O)c1)C(=O)O | 6%[21.6 µM] | 10%[20.6 µM] | 2.4%[16.9 µM] | 4%[17.1 µM] | 5% | . | 13µM* | 13µM* |
| Cc1cc(C)nc(N/N=C/c2cn[nH]c2-c2ccccc2)n1 | 2% | . | -1.3% | . | . | 3% | 4% | -8% |
| Cc1ccc(C(=O)Nc2nc(COc3ccccc3)cs2)s1 | 7% | -28% | 0.0% | -1% | -2%[38.3 µM] | -21%[46.1 µM] | -14% | -3% |
| Cc1ccc(N=c2c([N+](=O)[O-])nn(-c3ccc(Cl)cc3)n2O)cc1C | -6% | 4% | -1.9% | -3% | 10% | -13% | -14% | i |

These rows are one share of the data; count on the stated rates, not on these rows.
